# POLB inh: DNA polymerase beta (human) inhibition | P06746 | Pol beta primer extension/strand displacement, fluorescence kinetic | Potency, µM (top dose mostly 114 µM), for inactives: at the top dose activity change, negative = inhibition, hits mostly inhibitors | 1.3% of 340,000 active; also: potency is read from the fitted curve at half-maximal effect; % is scaled to controls: 0 for no effect and ±100 for the full control effect
#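 Pol beta (10 nM) and compounds were preincubated 15 min at room temperature, then 50 nM substrate (final) started primer extension/strand displacement. Reads were taken at 0 and 10 min; concentration-response data were fitted to a four-parameter Hill equation.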
# Pol iota inh: inhibitors of human DNA polymerase iota | Q9UNA4 | Pol iota fluorescent replication assay, 10 min | Potency, µM (series often up to 115 µM), for inactives: top-dose activity, negative = inhibition, actives largely listed as inhibitors | 1% of 390,000 active | AID 588590; also: potency is read from the fitted curve at half-maximal effect
#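 Pol iota at 10 nM preincubated 15 min with compounds at room temperature; reaction started with fluorescent substrate, 50 nM final. Fluorescence read kinetically at 0 and 10 min; buffer-only wells as negative control.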
# BLM inh: blocks DNA unwinding by human BLM helicase; P54132; recombinant BLM DNA unwinding, fluorescence dequenching; Potency, µM (top dose mostly 56.1 µM), inactives show at the highest dose activity change, negative = inhibition, actives largely listed as inhibitors; 0.2% of 350,000 active;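 also: potency is read from the fitted curve at half-maximal effect; plate controls were vehicle for no effect and no enzyme for full effect; nearly all actives have a fitted effect of over 35% in size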
# Pol eta inh: DNA polymerase eta (human) inhibition; recombinant Pol eta, fluorescent DNA replication assay; AID 588591; Potency, µM (top dose mostly 114 µM), for inactives: at the top dose activity change, negative = inhibition, actives largely listed as inhibitors; 1.2% of 390,000 active; Q9Y253; also: potency is read from the fitted curve at half-maximal effect; % is scaled to controls: 0 for no effect and ±100 for the full control effect
#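 Pol eta at 10 nM preincubated with compounds 15 min at room temperature; reaction started with fluorescent substrate (50 nM final) and read kinetically at 0 and 10 min.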
# LDHA block: blocks human lactate dehydrogenase A. P00338. purified LDHA, NADH/diaphorase-resazurin fluorescence; stronger effect = lower value. activity change, % (values are at about 110 or 230 µM). 0.15% of 480,000 active. AID 1347041; in the data active = activity change below about -30%; inconclusive = mostly about -25% to -30%;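 also: plate controls were DMSO wells for no effect and wells without enzyme for full effect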
#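 Enzyme activity of human lactate dehydrogenase 5 (2 nM; 0.06 mM NADH, 0.2 mM pyruvate, 5 min, RT) is measured via a resazurin/diaphorase fluorescence readout of residual NADH.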
# Anesthetic bind: binds horse apoferritin like a general anesthetic; AID 485281; apoferritin/1-aminoanthracene competitive binding, fluorescence; Potency, µM (series often up to 77.5 µM), for the others: top-dose activity change, negative = displacement, hits mostly inhibitors; 0.074% of 350,000 active; also: potency is read from the fitted curve at half-maximal effect; % is scaled to controls: 0 for no effect and ±100 for the full control effect; nearly all actives have a fitted effect of over 20% in size
# Target sequence (P02791 2-175 limits assumed): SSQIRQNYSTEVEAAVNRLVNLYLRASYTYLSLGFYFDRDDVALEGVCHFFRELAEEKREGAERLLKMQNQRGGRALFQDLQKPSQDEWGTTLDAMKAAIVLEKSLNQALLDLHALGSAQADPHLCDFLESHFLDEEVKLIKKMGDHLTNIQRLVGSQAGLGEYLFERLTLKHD
#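 Concentration-response curves derived by four-parameter Hill fitting of normalized fluorescence, where compounds displaced 1-AMA from 10 uM horse apoferritin following a brief 10 min room-temperature incubation; propofol titration acted as positive control.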
# APE1 inh: blocks human APE1 abasic DNA cleavage | P27695 | recombinant APE1, TAMRA/BHQ-2 abasic DNA cleavage fluorescence | Potency, µM (doses to about 65.8 µM), for inactives: at the highest dose activity change, negative = inhibition, hits mostly inhibitors | 0.35% of 350,000 active | AID 2517;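 also: potency is read from the fitted curve at half-maximal effect; plate controls were vehicle for no effect and reference inhibitor for full effect; nearly all actives have a fitted effect of over 55% in size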
# Target sequence (P27695 whole entry, looked up): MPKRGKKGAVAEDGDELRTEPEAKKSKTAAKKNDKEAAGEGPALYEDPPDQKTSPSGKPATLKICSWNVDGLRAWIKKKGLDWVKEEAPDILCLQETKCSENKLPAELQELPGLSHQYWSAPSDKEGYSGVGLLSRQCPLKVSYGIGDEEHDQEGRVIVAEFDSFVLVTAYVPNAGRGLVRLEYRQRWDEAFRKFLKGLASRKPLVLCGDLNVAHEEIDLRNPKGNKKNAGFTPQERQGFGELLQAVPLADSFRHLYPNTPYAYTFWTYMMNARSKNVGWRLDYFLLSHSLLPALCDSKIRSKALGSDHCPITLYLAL
#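 Compound pre-exposure to 0.75 nM APE1, 15 min at ambient temperature. Reaction initiated with 50 nM TAMRA/BHQ-2 THF substrate, read immediately in kinetic mode, 525 nm excitation, 598 nm emission.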
# GRP78 ERSR act: induces the endoplasmic reticulum stress response in human glioma cells | U87-MG GRP78 promoter luciferase reporter, 16 h | Potency, µM, for the others: at the top dose activation, most hits filed as activators | 0.02% of 420,000 active | AID 602332; also: potency is read from the fitted curve at half-maximal effect; series mostly up to about 76 µM; % of control where 0% means no effect; nearly all actives have a fitted effect of over 35% in size
#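 Stably transfected U87-MG glioma cells carrying a GRP78-based luciferase sensor; 16 h compound incubation. Luminescence end-point read 10 min after Bright-Glo addition at room temperature.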
# Pol kappa inh: inhibitors of human DNA polymerase kappa | Q9UBT6 | purified Pol kappa, fluorescent DNA synthesis assay, 10 min | Potency, µM (doses to about 107 µM), inactives show top-dose activity, negative = inhibition, most hits filed as inhibitors | 0.53% of 400,000 active | AID 588579; also: potency is read from the fitted curve at half-maximal effect; % is scaled to controls: 0 for no effect and ±100 for the full control effect
#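 Readout: fluorescence, taken kinetically at 0 and 10 min. Conditions: 10 nM Pol kappa, 15 min RT compound preincubation, 50 nM substrate final. Controls: enzyme-free buffer wells.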
# * = called active by the depositor; ? = inconclusive; · = not tested or not shown; & = joins results of further samples; [ ] = another dose, or the depositor's remark. Unless noted, calls follow the shape of the dose curve; as a rule, active = well fitted curve in the direction sought with a large enough effect; inconclusive = small, poorly fitted or top-dose-only effect, or another doubt; inactive = no such curve, though single readings can be large; an effect the other way counts as inactive or inconclusive.
SMILES,POLB inh,Pol iota inh,BLM inh,Pol eta inh,LDHA block,Anesthetic bind,APE1 inh,GRP78 ERSR act,Pol kappa inh
COc1c2c(c(CC=C(C)C)c3oc(=O)c(-c4ccc(O)cc4)c(O)c13)OC(C)(C)C=C2,·,·,-2%,·,·,-16%,-2%,-5%,?
Nc1cccc(N=Cc2c(O)n(Cc3ccc(F)cc3)c(=O)[nH]c2=O)c1,13%,20%,-4%,0%,15,-12%,-3%,-1%,-23%
S=C1NCCN1,-23%,10%,-2%,-10%,0,2%,3%&3%,-2%,13%
FC(F)(F)c1cccc(-n2nnnc2C2(N3CCOCC3)CCCCC2)c1,-1%,5%,-1%,-6%,-2&-2,?,-2%,-1%,-18%
Cc1c(C(c2ccccc2Cl)c2c(O)c3ccccc3oc2=O)c(=O)n(-c2ccccc2)n1C (stereo not drawn),-1%,117%[activator],4%,-14%,0,2%,4%,-2%,-2%
Nc1c(C(=O)NCCCc2ccccc2)c2nc3ccccc3nc2n1Cc1cccs1,13%,?,?,-15%,18,-14%,-6%,3%,-28%
c1ccc(CNc2ncnc3nc[nH]c23)cc1,80%,24%&13%&1%,-4%,-6%,-5&3&-17,?,15%,-2%&-2%&1%&2%,-13%
C/C=C1/CC(C)C(C)(O)C(=O)OCC2CCN3CCC(OC1=O)C23 (stereo not drawn),?,25%,-5%,-17%,-4,-11%,1%,-1%,-7%
CN(C)S(=O)(=O)c1cccc(C(=O)N2CCC(C(=O)O)(c3ccccc3)CC2)c1,-10%,97%[activator],-3%,6%,-4,-5%,-3%,-2%,-16%
CCCCSP(=O)(SCCCC)SCCCC,·,·,0%,·,·,6%,1%,-3%,-8%[60.1 µM]
Cc1nn(Cc2ccccc2)c(C)c1C(=O)NCc1ccccc1,?,77%[activator],2%,-17%,-4,-4%,-8%,-2%,-10%
COc1cc(/C=N/NC(=O)CN2CC(c3ccccc3)CC2=O)ccc1OC(=O)N(C)C (stereo not drawn),35%[activator],6%,-2%,4%,2,-7%,1%,-10%,-8%
O=P(c1ccccc1)(c1ccccc1)N1CCCCC1,8%,6%,0%,-2%,-3,-5%,4%,-1%,5%
CC(=O)CC(c1ccccc1)c1c(O)c2cccc(O)c2oc1=O (stereo not drawn),·,·,-4%,·,·,-5%,-3%,-3%,·
CCOc1ccc(C2SCC(=O)Nc3c2c(=O)[nH]n3C2CCCCCC2)cc1 (stereo not drawn),0%,14%,-1%,?,1,-15%,0%,-5%,0%
CCOc1ccc(CCNC(=O)c2cc3c(-c4cccc(OC)c4)nn(C)c3s2)cc1OCC,4%,-16%,-10%,-19%,-10,2%,·,-2%,?
CC(C)(C)c1ccc(S(=O)(=O)Nc2ccc(O)c(Sc3nc4ccccc4s3)c2)cc1,-1%,?,-17%,-9%,-7,-12%,·,-2%,-5%
c1ccc2cc(CC3=NCCN3)ccc2c1,37%,39%[activator],-2%&21%,-4%,8,-6%,1%,-5%&-3%&-4%,-11%[60.1 µM]
Cc1ccc2nc(NC(=O)c3cccn(Cc4ccc(Cl)cc4)c3=O)sc2c1,0%,1%,-1%,-1%,-4,-5%,·,1%,-8%[60.1 µM]
CCCCC(CC)COC(=O)c1ccccc1C(=O)OCC(CC)CCCC (stereo not drawn),·,28%,·,-12%,-6,·,-15%&15%,-1%&-2%,-3%
COc1ccc([N+](=O)[O-])cc1N=Cc1c(O)n(CCc2ccccc2)c(=O)n(C(C)C)c1=O,0%,6%,-8%,-11%,-2,?,-4%,0%,-2%
COc1ccc(N2C(=O)NC(=O)C(CCc3ccncc3)(CCc3ccncc3)C2=O)cc1,-16%,19%,5%,-12%,-4,3%,-4%,-2%,-4%
C/C(=N\N=C(N)N)c1ccccc1,-9%,-14%,-3%,-11%,-5,4%,2%,-5%,-3%
COc1ccc(NC(=O)c2cn(CCC#N)nc2-c2ccc(OC)c(OC)c2)cc1,22%,-15%,-3%,-7%,0,-4%,36%[activator],-1%,12%
C[n+]1c(-c2ccccc2)cc(-c2ccc(Cl)cc2)cc1-c1ccccc1,?,5%,1%,-6%,-6,1%,1%,-6%,0%
# Further results follow.
SMILES,POLB inh,Pol iota inh,BLM inh,Pol eta inh,LDHA block,Anesthetic bind,APE1 inh,GRP78 ERSR act,Pol kappa inh
c1ccc2c(c1)[IH]c1ccccc1-2,·,?,·,-2%,-4,·,·,-6%,-8%
O=C(Nc1ccc2ccccc2c1)c1nn(C23CC4CC(CC(C4)C2)C3)cc1Br,13%,-6%,1%,-5%,2,-1%,4.5µM*,-3%,-5%
Cc1cccc(-n2c(O)c(C)c(=O)[nH]c2=S)c1,-13%,-2%,-15%,0%,4,-3%,29%,3%,13%
CCCCCCC(=O)N/N=C/c1c(O)n(CCCC)c(=S)[nH]c1=O,7%,10%,-5%,2%,-7,-3%,-4%,-5%,-12%
COc1cccc(NC(=O)CN2CC(c3ccccc3)CC2=O)c1 (stereo not drawn),23%,44%[activator],-1%,-11%,-5,-9%,8%,-1%,-14%
COC(=O)C1=C(c2ccc(F)cc2OCc2ccccc2)C[C@@H]2CC[C@H]1N2C(=O)NCc1ccccc1Cl,·,-13%,·,-10%,-4,·,-2%,-4%,-9%
O=C1CC(=O)N(c2cccc(Cl)c2)C(=O)N1,15%,?,-2%,-4%,-16,-6%,-3%,-3%,-9%
CC(=NCC1CCCO1)c1c(O)n(-c2ccccc2)c(=O)[nH]c1=O (stereo not drawn),0%,0%,-3%,-10%,-1,-5%,0%,-5%,2%
NC(=S)/N=C/c1c(O)[nH]c(=O)[nH]c1=O,-14%,89%[activator],-2%,12%,-8,-6%,-6%,1%,?
c1ccc(-c2nc(N3CCOCC3)s[n+]2-c2ccccc2)cc1,30%,25%,2%,-10%,-1,-6%,15%,-2%,3%
Cc1cccc(N2C(=O)NC(=O)/C(=C/c3ccc(-c4ccc(C(=O)O)c(Cl)c4)o3)C2=O)c1,24%,·,-5%,·,·,-3%,5%,·,·
NC(=O)c1ccsc1NC(=O)COC(=O)Cc1ccccc1,·,8%,·,-8%,-6,·,-9%,-2%,-13%
COc1ccc(-n2c(-c3ccc(C)cc3)nc3ccccc3c2=O)cc1,17%,2%[58.9 µM],-5%,-10%,-1,9%,?,-1%,-6%
N#Cc1ccccc1Cn1cc(C(=O)C2CC2)c2ccccc21,-24%,9%,-7%,-3%,2,-16%,-2%,-4%,-12%
COc1cc(C(c2c(C)[nH]n(-c3ccccc3)c2=O)c2c(C)[nH]n(-c3ccccc3)c2=O)cc(OC)c1OC,?,-101%,-3%,-4%,9,-10%,16%,-1%,-13%
Cc1ccc(OCC(=O)N2CCN(Cc3ccc4c(c3)OCO4)CC2)cc1,-2%,11%,-3%,-5%,-20,-11%,-1%,-2%,-9%
O=C(O)C1Cc2ccccc2N2CCCC12 (stereo not drawn),21%,?,-7%,-9%,28,7%,42%[activator],0%,-24%
Cn1c(=O)oc2cc(S(=O)(=O)N3CCC(C(=O)N4CCN(c5ccc(F)cc5)CC4)CC3)ccc21,24%,?,-4%,2%,-5,2%,-27%,-3%,-35%
COc1cccc(-n2c(/C=C\c3ccc(Cl)cc3)nc3ccccc3c2=O)c1,-5%,-2%,0%,7%,-4,-10%,·,-2%,9%
CC(=O)OC12COC1CC(O)C1(C)C(=O)C(O)C3=C(C)C(O)CC(O)(C(OC(=O)c4ccccc4)C21)C3(C)C (stereo not drawn),·,3%,·,-16%,1,·,·,-5%,-9%
CCN1CC=C(c2c[nH]c3ccccc23)CC1,1%,8%,35%[activator],-8%,-5,-11%,1%,0%,-3%
CC(C)(C)C(=O)O[C@H]1CC[C@@]2(C)C(=CC(=O)C3C2CC[C@]2(C)C(=O)[C@H](O)CC32)C1 (stereo partly drawn),·,47%[activator],·,-7%,6,·,51%[activator],-5%,-1%
NS(=O)(=O)c1ccc(N=Cc2c(O)n(C3CCCCC3)c(=O)n(C3CCCCC3)c2=O)cc1,-3%,-13%,-16%,-13%,-3,?,-4%,-5%,-19%
CNC(=O)Oc1cccc2c1OC(C)(C)O2,·,22%,2%,-3%,-3,-1%,0%,-2%&-4%,-7%
ClC(Cl)=C(c1ccc(Cl)cc1)c1ccc(Cl)cc1,·,-12%,-2%,-9%,-3,?,-1%&0%&1%&-1%,1%&-1%,-15%
# (next part)
SMILES,POLB inh,Pol iota inh,BLM inh,Pol eta inh,LDHA block,Anesthetic bind,APE1 inh,GRP78 ERSR act,Pol kappa inh
COc1ccc(C2=NCC(=S)Nc3ccc(Cl)cc32)cc1OC,·,33%[activator],·,-16%,-10,·,·,-6%,-2%
c1ccc(Nc2ccc(Nc3ccccc3)cc2)cc1,·,-3%,·,-11%,13,·,0%&11%,7%,-10%
COc1ccccc1C1=NCc2nnc(CSC)n2-c2ccc(Cl)cc21,·,36%[activator],·,-20%,-11,·,·,-4%,-19%
CC1=C(N2CC2)C(=O)C(CO)=C(N2CC2)C1=O,·,?,·,-4%,37,·,·,-14%,-3%
O=C(O)c1cc(Oc2ccc(C(F)(F)F)cc2Cl)ccc1[N+](=O)[O-],·,-15%,0%,-5%,-3,-3%,-7%,-1%&3%&0%,?
CCN(CC)c1ncnc2c1ncn2[C@@H]1O[C@H](COP(=O)(O)OP(=O)(O)C(Br)(Br)P(=O)(O)O)[C@@H](O)[C@H]1O,9%[57.1 µM],5%[58.9 µM],·,-4%[57.1 µM],·,·,-8%,-2%,-2%[60.1 µM]

# Single records, from the list above:
# Record of Cc1c(C(c2ccccc2Cl)c2c(O)c3ccccc3oc2=O)c(=O)n(-c2ccccc2)n1C (stereo not drawn) → POLB inh = -1%; Pol iota inh = 117%[activator]; BLM inh = 4%; Pol eta inh = -14%; LDHA block = 0; Anesthetic bind = 2%; APE1 inh = 4%; GRP78 ERSR act = -2%; Pol kappa inh = -2%
# Record of CCOc1ccc(C2SCC(=O)Nc3c2c(=O)[nH]n3C2CCCCCC2)cc1 (stereo not drawn) → POLB inh = 0%; Pol iota inh = 14%; BLM inh = -1%; Pol eta inh = ?; LDHA block = 1; Anesthetic bind = -15%; APE1 inh = 0%; GRP78 ERSR act = -5%; Pol kappa inh = 0%

# Screens from PubChem.

# Only part of the results is shown (hit frequency here may not be typical).
